High-throughput results as filed in PubChem.
GSK3beta inhib – blocks human GSK3beta kinase activity. AID 2097. GST-GSK3beta kinase, ADP-Glo luminescence, 60 min; stronger effect = lower value. activity score (negative = inhibition), % at 10 µM. hit rate 0.038% among 300,000. P49841;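 active = more than half of replicate wells score below -50%, meaning over 50% inhibition versus plate controls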;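 note: 0% = median DMSO wells and -100% = median GW8510 positive control wells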
Target sequence (P49841 whole entry, looked up): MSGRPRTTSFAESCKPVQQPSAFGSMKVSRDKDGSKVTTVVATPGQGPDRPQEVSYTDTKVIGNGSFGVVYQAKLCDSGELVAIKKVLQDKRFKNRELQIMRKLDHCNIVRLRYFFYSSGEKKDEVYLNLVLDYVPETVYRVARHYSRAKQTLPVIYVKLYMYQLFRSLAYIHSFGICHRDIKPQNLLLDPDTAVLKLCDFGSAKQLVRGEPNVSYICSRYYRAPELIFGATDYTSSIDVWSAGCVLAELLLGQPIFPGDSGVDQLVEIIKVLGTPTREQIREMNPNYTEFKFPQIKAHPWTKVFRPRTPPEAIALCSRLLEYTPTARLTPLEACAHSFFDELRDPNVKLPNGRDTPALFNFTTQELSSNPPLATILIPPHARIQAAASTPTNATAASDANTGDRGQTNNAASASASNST
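Test system: GST-tagged human GSK3beta kinase, cell-free; evaluation: activity score scaled between in-plate DMSO and GW8510 controls; measured by: ADP-Glo luminescence; incubation: 60 min reaction, RT; benchmarks: DMSO and 20 µM GW8510; reagent: peptide substrate plus 25 µM ATP (final); medium: Tris/MgCl2 kinase buffer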
HSF1 inhib – HSF1 inhibition. NIH3T3-HGL HSE-luciferase, MG132-induced, luminescence 8 h; stronger effect = lower value. activity change, negative = inhibition, % at 7.5 µM (by protocol). hit rate 0.77% among 300,000;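 active = more than half of replicate wells show activity change below -50%, luminescence cut by over half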;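 note: luciferase reports HSF-1 transcriptional activity via heat shock element; 0% = median of DMSO wells and -100% = zero luminescence signal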
aSyn UTR inh – 5' untranslated region of α-synuclein, MLPCN primary screen | alpha-synuclein 5'UTR reporter, inhibitor activity | inhibition, % (tested at 7.5 µM) | hit rate 0.82% among 300,000; in the data active = inhibition above about 60%;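 note: H4 neuroglioblastoma cells stably carrying SNCA 5'UTR luciferase fusion; 0% = DMSO wells and 100% = positive control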
HSP90 refold inh – HSP90 refolding inhibition in rabbit reticulocyte lysate; luciferase refolding luminescence, 3 h; inhibition, % at 5.6 µM; hit rate 0.91% among 290,000;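 active = inhibition above the screen-wide mean plus 3 SD, computed separately per campaign, cut at about 16% in these data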;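 note: 0% = DMSO wells and 100% = 60 µM geldanamycin wells; inhibitors lower the luminescence because luciferase stays unfolded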
GSK3A inh – inhibitors of human GSK-3 alpha kinase. P49840. ADP-Glo luminescence, 60 min. inhibition, % at 10 µM. hit rate 0.1% among 320,000. AID 2650;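 in the data active = inhibition above about 50%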;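 note: GST-tagged GSK-3 alpha with peptide substrate and 25 µM ATP; 0% = DMSO neutral wells and 100% = GW8510 positive control wells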
Target sequence (P49840 whole entry, looked up): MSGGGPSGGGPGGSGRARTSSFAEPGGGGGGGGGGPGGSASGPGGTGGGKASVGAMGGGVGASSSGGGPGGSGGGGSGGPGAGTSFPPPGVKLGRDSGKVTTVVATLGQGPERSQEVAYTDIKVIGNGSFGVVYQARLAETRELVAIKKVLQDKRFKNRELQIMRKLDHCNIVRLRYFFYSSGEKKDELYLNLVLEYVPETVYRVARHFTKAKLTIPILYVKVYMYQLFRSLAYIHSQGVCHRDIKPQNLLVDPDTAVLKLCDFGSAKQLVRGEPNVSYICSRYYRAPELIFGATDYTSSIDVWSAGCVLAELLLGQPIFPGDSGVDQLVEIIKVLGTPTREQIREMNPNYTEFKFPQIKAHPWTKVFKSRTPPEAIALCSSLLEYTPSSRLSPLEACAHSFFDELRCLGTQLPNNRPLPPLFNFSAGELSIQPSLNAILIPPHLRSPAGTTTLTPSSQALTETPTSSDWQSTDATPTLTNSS
IEC-6 tox – kills IEC-6 intestinal cells in KLF5 counter-screen; IEC-6 cytotoxicity, luminescence viability; inhibition, % at 5 µM; hit rate 0.78% among 290,000; AID 1825; in the data active = inhibition above about 22%;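 note: 0% = plate median of test compound wells and 100% = cytotoxic reference compound wells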
HSF1 activator – increases HSF-1 driven luciferase reporter signal | NIH3T3-HGL HSF-1 luciferase reporter, MG132, 8 h; 100% = twice DMSO control signal | activation, % at 9 µM | hit rate 1.7% among 300,000;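 active = mean replicate activation of at least 50% with a set share of replicates each reaching 50%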;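 note: 0% = median of the neutral control wells and 100% = twice that signal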
KLF5 inh – suppresses KLF5 promoter-driven expression | DLD-1 KLF5 promoter-luciferase reporter, luminescence | hit rate 0.23% among 290,000 | inhibition, % at 5 µM;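 active = inhibition above a per-plate limit of that plate's mean compound inhibition plus 3 SD, cut at about 60% in these data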;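 note: 0% = DMSO wells and 100% = LY294002 at 200 µM; higher means less KLF5 promoter-driven luciferase light; inactives centre near -14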
Platelet DG rel – platelet dense granule release activity; human platelet-rich plasma, SFLLRN dense granule ATP release, luminescence; inhibition, %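 (compounds screened at 7.5 µM in platelet-rich plasma)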; hit rate 0.22% among 300,000; AID 1663;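 active = mean replicate score, as percent of positive control, at or above 50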
DYRK1A inh – inhibitors of rat Dyrk1A kinase; Q63470; ADP-Glo luminescence, NFATc1 peptide; inhibition, % at 12.5 µM; hit rate 0.43% among 310,000; in the data active = inhibition above about 50%;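 note: plate controls were vehicle with enzyme for no effect and no enzyme for full effect; many of its hits are not listed in these tables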
* hit, by the source's call; . = not tested or not shown. Only part of the results is shown (hit frequency here may not be typical).

1: COc1cc(N=CC2=C(O)c3ccccc3C2=O)cc(OC)c1
2: COC(=O)c1ccc(NC(=O)c2c(C(=O)Nc3ccccc3)sc3nc(C)cc(=O)n23)cc1
3: CNc1nc(SC)nc(N(C)C#N)n1
4: CC(/C=C/c1ccco1)=N/NC(=O)C1COc2ccccc2O1 (stereo not drawn)
5: CC(=O)Oc1ccc2oc(=O)c3c(c2c1)CCCN3C(=O)CN1CCN(c2ncccn2)CC1
6: O=C(Nc1ccc2oc(-c3ccccc3)nc2c1)c1cccnc1
7: CC(C)c1ccc(N(CC(=O)NCc2ccco2)C(=O)CCC(=O)Nc2ccccn2)cc1
8: O=c1c2c(nc3cc(-c4ccccc4)[nH]n13)CCC2
assay / entry | 1 | 2 | 3 | 4 | 5 | 6 | 7 | 8
GSK3beta inhib | -1 | 0 | 3 | 1 | 2 | 1 | . | 1
HSF1 inhib | -1 | 2 | -2 | 1 | -4 | 4 | 14 | 25
aSyn UTR inh | 17 | 11 | 8 | -23 | 1 | -161 | -12 | -41
HSP90 refold inh | -1 | -5 | 5 | 3 | -3 | -2 | 3 | 3
GSK3A inh | 0 | -3 | -1 | 9 | -1 | -3 | 1 | -2
IEC-6 tox | 6 | -5 | -2 | -1 | -3 | 0 | 6 | 4
HSF1 activator | -5 | -1 | 35 | 3 | -9 | 25 | 3 | 43
KLF5 inh | -6 | -1 | -13 | -7 | -3 | -72 | -20 | -146
Platelet DG rel | -7 | 0 | 2 | 16 | 0 | -3 | 5 | 12
DYRK1A inh | -2 | 1 | 1 | . | 1 | -2 | 0 | -2

9: CCCn1c(N)c(N(CCOC)C(=O)c2cccc(S(=O)(=O)N3CCCc4ccccc43)c2)c(=O)[nH]c1=O
10: O=c1[nH]c2ccc(Cl)cc2c(-c2ccccc2)c1SC(=S)N1CCCCC1
11: CN(C(=O)c1cn2ccccc2n1)c1c(N)n(Cc2ccccc2)c(=O)[nH]c1=O
12: O=[N+]([O-])c1ccc(N2CCN(c3ccccc3O)CC2)cc1
13: CCOC(=O)c1ccc(S(=O)(=O)NCCN2CCOCC2)cc1
14: COc1cc(/C=N/NS(=O)(=O)c2ccc3ccccc3c2)ccc1OCCN1CCOCC1
15: O=C1CC(C2CCCO2)C(=O)N1c1cccc(Cl)c1 (stereo not drawn)
16: Cc1cccc(-n2cnc3cc([N+](=O)[O-])ccc32)c1
assay / entry | 9 | 10 | 11 | 12 | 13 | 14 | 15 | 16
GSK3beta inhib | -1 | -2 | -1 | 1 | 0 | -2 | -1 | 8
HSF1 inhib | -6 | 3 | 1 | 3 | -1 | -6 | . | -5
aSyn UTR inh | 10 | 33 | 1 | -31 | 1 | 9 | 4 | 0
HSP90 refold inh | . | 5 | . | -1 | 8 | 6 | -1 | 4
GSK3A inh | -2 | -1 | 1 | -1 | -1 | -4 | 1 | -6
IEC-6 tox | . | -2 | . | -2 | 6 | 9 | -2 | 8
HSF1 activator | 1 | -4 | -8 | 29 | -3 | -8 | . | 15
KLF5 inh | . | -10 | . | 5 | -17 | -11 | -19 | -34
Platelet DG rel | 0 | -14 | -3 | 0 | 7 | -11 | 5 | 12
DYRK1A inh | 2 | 2 | -4 | 14 | 4 | -16 | -2 | -12

17: CCOC(=O)CSc1n[nH]c(=O)n1CCc1ccccc1
18: O=C1CC(c2nc3ccccc3[nH]2)CN1c1ccccc1F (stereo not drawn)
19: CC1CN(c2ccc([N+](=O)[O-])c(NCCOc3ccccc3)c2)CC(C)N1 (stereo not drawn)
20: COc1ccc(C)cc1NC(=O)CNC(=O)Cn1ccc2ccccc2c1=O
21: Cc1cc(=O)n2nc(N3CCCC3C(=O)Nc3cccc(F)c3)sc2n1 (stereo not drawn)
22: CCOC(=O)C1C(C(=O)Nc2cccc(C(F)(F)F)c2)C1C(=O)NC(C)C (stereo not drawn)
23: CC(=O)NC1C(c2nc3ccccc3s2)=C(c2ccccc2)C(=O)N1c1ccc(C)cc1 (stereo not drawn)
24: Cc1ccc(OCC(=O)N2CCN(S(=O)(=O)c3ccccc3[N+](=O)[O-])CC2)cc1
assay / entry | 17 | 18 | 19 | 20 | 21 | 22 | 23 | 24
GSK3beta inhib | 2 | 0 | -6 | -2 | -1 | 1 | -14 | 0
HSF1 inhib | -2 | -46 | -1 | 4 | -4 | -5 | 4 | -5
aSyn UTR inh | -5 | -9 | -21 | 20 | 4 | -23 | -41 | 15
HSP90 refold inh | 1 | 1 | 1 | -1 | 1 | 5 | -2 | -3
GSK3A inh | 1 | -2 | 1 | -2 | 0 | 0 | . | -3
IEC-6 tox | -6 | 1 | 5 | 6 | 0 | 4 | 2 | -5
HSF1 activator | -1 | -56 | 16 | 32 | -1 | -1 | 18 | -14
KLF5 inh | -27 | 15 | -35 | 2 | -18 | -24 | -6 | -14
Platelet DG rel | 14 | 4 | 15 | 0 | 3 | -1 | 0 | -3
DYRK1A inh | 0 | -3 | 11 | 4 | 3 | 1 | 3 | 2

25: CC1CN(C(=O)Nc2cccc(Cl)c2)C2(CCCCCC2)O1 (stereo not drawn)
26: COc1cc(NC(=O)CCN2CCN(Cc3ccccc3)CC2)cc(OC)c1
27: CO/N=C/NC(=O)Cc1cn(-c2ncc(C(F)(F)F)cc2Cl)c2ccccc12
28: Cc1ccc2nc(-c3ccccc3)c(CN3CCN(c4ccccc4F)CC3)n2c1
29: Cc1cccc(N2CCN(C(c3ccccc3)c3nnnn3CC3CCCO3)CC2)c1C (stereo not drawn)
30: CCOc1ccc(NC(=O)c2ccc(-c3csc(C)n3)cc2)cc1
31: O=C(CSc1nncn1-c1ccccc1)Nc1ccc(N2CCOCC2)cc1
32: CC(C)[C@H](NC(=O)NC1CCCC1)C(=O)O
assay / entry | 25 | 26 | 27 | 28 | 29 | 30 | 31 | 32
GSK3beta inhib | -2 | -3 | 0 | 0 | 2 | . | 0 | 3
HSF1 inhib | -2 | -5 | -1 | 40 | -61* | 0 | 5 | .
aSyn UTR inh | 0 | 12 | 9 | -13 | -1 | -39 | -16 | 4
HSP90 refold inh | 0 | 2 | 0 | -4 | 1 | 1 | -1 | 3
GSK3A inh | -2 | 0 | -4 | 8 | -3 | -2 | -4 | 0
IEC-6 tox | 4 | -2 | 4 | -3 | -5 | 2 | 2 | -6
HSF1 activator | 10 | 7 | 13 | 49 | -71 | 0 | 12 | .
KLF5 inh | -13 | -9 | -13 | 9 | -13 | -68 | -26 | -3
Platelet DG rel | -14 | 2 | 14 | 0 | 1 | 2 | -14 | -1
DYRK1A inh | 7 | 5 | 1 | 0 | 0 | 4 | -17 | 8

33: COc1ccc(C(CNC(=O)c2cccc3cccnc23)N(C)C)cc1 (stereo not drawn)
34: COc1cccc(C2(O)CCN(CC(=O)NCC3CC3)CC2)c1
35: COc1ccc(NS(=O)(=O)c2ccc3c(c2)N(C(C)=O)CCO3)cc1
36: COc1ccc(C(=O)N2C(=S)NC(=O)/C2=C\c2ccc(C)cc2)cc1
37: Cc1cc(Cl)ccc1C(=O)C1CCCN(C(=O)CCn2cncn2)C1 (stereo not drawn)
38: COc1ccc(S(=O)(=O)N2CCCCCC2)cc1C(=O)N(C)Cc1ccco1
39: CCN(CC)C(=O)Nc1ccccc1C
40: COC(=O)c1cc(NC(=O)c2nn(C)c(=O)c3ccccc23)cc(C(=O)OC)c1
assay / entry | 33 | 34 | 35 | 36 | 37 | 38 | 39 | 40
GSK3beta inhib | . | 0 | -1 | 2 | 3 | -1 | -2 | 2
HSF1 inhib | -7 | -6 | 0 | -3 | 1 | 2 | -3 | -3
aSyn UTR inh | -14 | -9 | -8 | -22 | 6 | -13 | 24 | 22
HSP90 refold inh | -1 | -1 | 0 | 2 | -1 | . | 3 | -3
GSK3A inh | 2 | 8 | -2 | -1 | -1 | -9 | -1 | -1
IEC-6 tox | 7 | -3 | 4 | -1 | -2 | . | -4 | -3
HSF1 activator | 21 | -1 | 23 | -4 | -9 | -17 | 7 | -4
KLF5 inh | -6 | -19 | -43 | -82 | -12 | . | -22 | -26
Platelet DG rel | 14 | 11 | 7 | -8 | -8 | 19 | 0 | -2
DYRK1A inh | 12 | 2 | 2 | 17 | 3 | -9 | 10 | 2

41: COc1ccc(-n2c(N)cc(=O)nc2SCC(=O)N2CCN(c3ccccc3)CC2)cc1
42: Cc1cc2oc3ccc(NCCCN4CCOCC4)cc3c(=O)c2cc1C
43: O=C(NCCc1ccccc1)C1(c2ccccc2)CCCC1
44: CSc1ccccc1NC(=O)c1csc(C)c1
45: COc1ccc(-c2nc(SCC(=O)N3CCOCC3)n[nH]2)cc1
46: COc1cc2sc(C)nc2c2ccccc12
47: O=C1CC2C(=O)NCCN2C(=NC(=O)c2ccc(Cl)cc2)N1 (stereo not drawn)
48: CC(=O)Nc1ccc(CN2CCN(CC=C(C)C)C(CCO)C2)cc1 (stereo not drawn)
assay / entry | 41 | 42 | 43 | 44 | 45 | 46 | 47 | 48
GSK3beta inhib | -1 | 3 | 2 | 0 | 2 | -25 | -3 | 0
HSF1 inhib | -5 | 18 | -5 | -8 | 4 | 2 | -4 | -8
aSyn UTR inh | 5 | -97 | -5 | -26 | -10 | 13 | 1 | -7
HSP90 refold inh | 5 | . | -1 | 2 | -2 | -3 | 2 | 4
GSK3A inh | 0 | 3 | . | -2 | 0 | -3 | . | -3
IEC-6 tox | 8 | . | 2 | -1 | -2 | 10 | 6 | -2
HSF1 activator | 7 | 12 | -5 | -7 | 4 | -2 | -1 | -10
KLF5 inh | -3 | . | -22 | -39 | -27 | -6 | -20 | -9
Platelet DG rel | 9 | 1 | 1 | -3 | 8 | 2 | 5 | -2
DYRK1A inh | -4 | 8 | 2 | 1 | 0 | -3 | 35 | 9

49: Cc1cccc(C)c1C(OCCN(C)C)C1CCCCC1 (stereo not drawn)
50: COc1ccccc1CC(=O)N1CCN(S(=O)(=O)c2cccs2)CC1
51: O=[N+]([O-])c1ccccc1OCCCCN1CCCCC1
52: O=C(c1ccc(Br)s1)N1CCCC1
53: COc1cccc(Cn2cnc3c(NS(=O)(=O)c4ccc(Cl)cc4Cl)c(C)c(C)cc32)c1
54: CN(CC(=O)Nc1cccc(F)c1)C(=O)C1CC(=O)N(Cc2ccccc2)C1 (stereo not drawn)
55: Cc1nn(Cc2ccccc2)c(C)c1C(=O)OCC(=O)c1cc(C)n(C2CC2)c1C
56: CN(C)c1ccc(NC(=O)CN2CCC(NC(=O)C3CCCCC3)CC2)cc1
57: COc1ccc(CNC(=O)CSCc2ccccc2Cl)cc1
assay / entry | 49 | 50 | 51 | 52 | 53 | 54 | 55 | 56 | 57
GSK3beta inhib | -2 | 5 | 2 | -4 | 1 | 1 | 2 | -1 | -1
HSF1 inhib | 1 | -2 | -6 | 0 | -10 | 3 | -8 | -9 | 14
aSyn UTR inh | -2 | 4 | -13 | 10 | -3 | 11 | 12 | 8 | -62
HSP90 refold inh | -3 | 2 | -3 | 2 | -2 | -3 | 1 | 1 | -1
GSK3A inh | 4 | -2 | 0 | -3 | -2 | -1 | -1 | 2 | -3
IEC-6 tox | 0 | 3 | -4 | -1 | -2 | 3 | 3 | 5 | 4
HSF1 activator | 16 | -13 | -1 | -1 | 22 | 7 | -2 | -28 | 41
KLF5 inh | -36 | -11 | -1 | -22 | -19 | -21 | 4 | 11 | 9
Platelet DG rel | 10 | 30 | 1 | -13 | 2 | -1 | -8 | 5 | -1
DYRK1A inh | -1 | 0 | 11 | 4 | 6 | -4 | -5 | -1 | -3
